# CSN inh = CSN deneddylation inhibition; 360,000 compounds, 0.38% hits; inhibition, % at 12.5 µM; AID 651999; Purified CSN, SCF-Nedd8-OG deneddylation, fluorescence polarization;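 active = pattern-corrected inhibition above about 35%, with an unprinted fluorescence ratio check between 0.5 and 1.5, limit read from the data, passing the limit was not always enough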;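 note: 0% = enzyme with substrate and 100% = substrate without enzyme; some results filed as inactive read as strong as hits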
#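 Material: human Csn5 produced in HEK293T cells; Input: enzyme 0.24 nM; Reagent: SCFSkp2-Nedd8OG substrate at 10 nM final; Dosing: 12.5 µM compound; Incubation: 90 min reaction at room temperature; Detection: fluorescence polarization of the substrate; Evaluation: % inhibition of substrate cleavage by Csn5; Control set: substrate-only high control, full reaction low control.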
# DNMT1 inh = inhibitors of human DNMT1; inhibition (reported as % activation of signal), % at 10 µM; 360,000 compounds, 0.83% hits; P26358; AID 588458; DNMT1 molecular beacon, Hinp1I cleavage, fluorescence; in the data active = inhibition above about 50%
# Scp-1 inhibitor = Scp-1 (human) phosphatase inhibition | Q9GZU7 | Recombinant Scp1, phosphopeptide, malachite green phosphate absorbance | inhibition, % at 20 µM | 340,000 compounds, 0.88% hits;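 active = inhibition above about 50% at 20 µM, limit read from the data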;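 note: plate controls were DMSO wells with enzyme for no effect and wells lacking enzyme for full effect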
#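 assay system = SCP-1 phosphatase catalytic domain, residues 76-261 | buffer or medium = 50 mM Tris acetate pH 5.5, 0.005% Tween-20, 10 mM MgCl2 | incubation = enzyme reaction 45 min at room temperature, colour 5 min, stabilisation 30 min | signal = Phosphate-binding colour reagent, absorbance read at 630 nm | measure = % inhibition at 20 µM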
# Rin1 Abl inh = blocks binding of human Rin1 to Abl; P00519+Q13671; TR-FRET Rin1/Abl binding, biochemical; inhibition, % at 7.35 µM; 360,000 compounds, 0.4% hits; AID 588664; in the data active = inhibition above about 5%, passing the limit was not always enough
# Neddyl block = cullin neddylation inhibition. P61081+Q13564. TR-FRET cullin neddylation, biochemical. calls only at 25 µM. 360,000 compounds, 0.58% hits. AID 651699; in the data active = inhibition above about 36%
# SUMO1 PPI mod = alters human SUMO1 binding to SIM partners; 360,000 compounds, 0.33% hits; SUMO1 binding to a labelled peptide, TR-FRET, 1 h; inhibition, % at 20 µM; in the data active = inhibition above about 37%
# Rpn11 inh = Rpn11 (human) deubiquitinase inhibition; O00487; human 26S proteasome, Ub4-pepOG fluorescence polarization; 20S core pre-blocked with epoxomicin; calls only at 20 µM; 360,000 compounds, 0.59% hits;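 active = inhibition at 20 µM, scaled to each plate's controls, above about 33%, limit read from the data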
# NadD inh = NadD (S. aureus) enzyme inhibition. purified NadD enzyme, colorimetric absorbance read-out. 360,000 compounds, 0.78% hits. AID 602399. inhibition, % at 20 µM; in the data active = inhibition above about 26%; note: some compounds past the cut are filed as inactive
# STEP inh = blocks human striatal-enriched tyrosine phosphatase | P54829 | recombinant STEP, OMFP fluorogenic substrate, fluorescence | inhibition, % at 20 µM | 360,000 compounds, 0.25% hits | AID 588621;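 active = inhibition at 20 µM, scaled per plate between control wells, above about 37%, limit read from the data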;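 note: 0% = DMSO with enzyme and substrate and 100% = substrate only without enzyme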
#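 material = STEP tyrosine phosphatase | reagent = fluorogenic phosphatase substrate OMFP at 25 µM final | doses = single compound dose of 20 µM, 1% DMSO final | schedule = 20 min reaction, room temperature, in the dark | measured by = fluorescence, 480/540 nm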
# LMPTP inh = blocks human LMPTP phosphatase | P24666 | recombinant LMPTP-A, OMFP fluorogenic substrate, fluorescence intensity | inhibition, % at 20 µM | 360,000 compounds, 0.22% hits | AID 651560;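 active = compounds that cut the enzyme signal by at least half of the control window in the single-dose screen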;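 note: plate controls were DMSO wells with enzyme plus substrate for no effect and substrate without enzyme for full effect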
#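 Buffer or medium: Bis-Tris pH 6.0, DTT, detergent; Assay system: LMPTP-A enzyme; Quantity: 0.625 nM enzyme; Detection: endpoint fluorescence intensity; Times: 50 min dark incubation at room temperature; Controls: substrate-only low control, DMSO enzyme-plus-substrate high control; Doses: single 20 µM dose; Read-out: percent inhibition versus substrate-only and uninhibited controls; Reagent: 400 µM OMFP.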
# * hit, by the source's call; i = inactive; nt = not tested or not shown. No enrichment for hits; 3.8% or so of the library scored in one or more.
SMILES,CSN inh,DNMT1 inh,Scp-1 inhibitor,Rin1 Abl inh,Neddyl block,SUMO1 PPI mod,Rpn11 inh,NadD inh,STEP inh,LMPTP inh
Cc1ccc(S(=O)(=O)c2nc(-c3ccc(F)cc3)oc2SCC(N)=O)cc1,4,1,3,-4,i,0,i,-3,-2,0.3
Cc1noc(C)c1C(=O)N1CCCC1,-4,1,1,1,i,0,i,-3,-2,-0.2
O=C(c1ccccc1Br)N(Cc1ccccc1)c1ccccc1,0,1,-2,3,i,2,i,-9,0,0.7
Fc1cccc(F)c1CSc1nc2ccccc2[nH]1,-4,-4,-8,3,i,-3,i,4,-2,-0.2
Cc1onc(-c2ccccc2)c1-c1nnc(CN2CCN(S(=O)(=O)c3ccccc3)CC2)o1,2,-4,-4,2,i,0,i,1,-2,0.2
COc1cc(OC)c(NS(=O)(=O)c2cccc(C(=O)OCC(=O)NCC3CCCO3)c2)cc1Cl (configuration not stated),-6,0,-4,1,i,0,i,-13,-2,-0.4
CCc1cccc(C)c1NC(=O)C1C2CCC(O2)C1C(=O)O (configuration not stated),3,5,3,-3,i,3,i,0,-1,-1.0
O=C(NCc1ccco1)c1ccc(NS(=O)(=O)c2cccc([N+](=O)[O-])c2)cc1,4,0,29,-2,i,-17,i,-6,-6,0.1
O=C(Nc1ccccc1)c1ccc(CSc2ncccn2)cc1,2,-1,1,2,i,6,i,-1,-4,0.1
CN(C)c1oc(-c2cccs2)nc1C#N,0,5,-14,-3,nt,0,i,0,6,0.2
COc1ccc(/C=N/NC(=O)c2ccc(COc3ccccc3Cl)o2)cc1,-5,5,9,3,nt,1,i,8,6,4.4
Clc1ccc(CSc2ccc(-c3cccnc3)nn2)cc1,1,0,-5,-3,i,4,i,-5,4,0.9
COc1ccc(OC)c(-c2cc(C(=O)N3CCN(c4ccccc4)CC3)no2)c1,-4,2,-11,2,i,-5,i,8,0,5.5
Cc1cccc(NC(=O)CSCC(=O)NCc2cccc(C(F)(F)F)c2)c1,1,0,-9,3,i,1,i,-1,-1,0.6
CSc1ccccc1C(=O)N1CCCC(CNC(=O)c2ccc(F)cc2)C1 (configuration not stated),-6,9,-3,3,i,1,i,1,-1,-2.6
Cc1nn(-c2ccccc2)c(C)c1/C=N/n1c(-c2ccc(Cl)cc2)n[nH]c1=S,-14,57*,-3,1,i,-2,i,15,4,2.1
CCCOc1ccc(N2C(=O)CC(N(C(=O)c3ccco3)c3ccc(OCCC)cc3)C2=O)cc1 (configuration not stated),-4,2,-4,-1,i,1,i,-1,-1,-0.8
CCn1c(=O)cc(SCC(=O)NCc2ccccn2)c2ccccc21,7,5,0,-59,i,7,i,-3,0,-1.9
CCN(CCO)Cc1csc2c(Br)cccc12,-6,-2,0,0,i,-2,i,-3,-6,-0.3
CCOC(=O)c1nccnc1C(=O)Nc1cccc(C(F)(F)F)c1,-1,2,-8,3,i,-2,i,-4,-4,1.2
N#Cc1c(N)nc(-c2ccccc2)nc1-c1ccccc1,-2,15,-2,2,i,1,i,-8,4,0.5
Oc1ccc2ccccc2c1N=Nc1ccccn1,0,-9,-6,-8,i,-60,i,4,5,8.6
Cc1cc(C)cc(NC(=S)N2CCN(Cc3ccccc3)CC2)c1,5,-4,-3,3,i,4,i,1,1,-1.5
C[C@H](CO)N1C[C@H](C)[C@@H](CN(C)C(=O)Nc2ccccc2)Oc2ncc(-c3ccc(C#N)cc3)cc2C1=O,-5,2,nt,2,nt,5,i,-1,1,-2.0
Cc1csc(SCC(=O)O)n1,4,1,-3,0,i,-1,i,5,2,-2.0
Cc1ccc(C(=O)N2CCC3(CC2)Oc2ccc(F)cc2C(=O)C32CC(c3ccc(Cl)cc3)=NO2)s1 (configuration not stated),4,-5,-1,3,i,5,i,28,5,4.6
CNC(C)C#Cc1ccc2oc3cc(C)c(C)cc3c(=O)c2c1 (configuration not stated),3,3,2,-1,i,-4,i,4,3,2.5
Cc1ccc(S(=O)(=O)NC2(C(F)(F)F)NC(=O)N(c3ccc(F)cc3)C2=O)cc1 (configuration not stated),2,-1,-1,-1,i,10,i,-4,1,-1.7
NC(=O)NC(Cc1ccccc1)C(=O)Nc1ccc(S(N)(=O)=O)cc1 (configuration not stated),2,-1,-6,0,i,8,i,3,-2,-1.9
CCN(CC#CCC(O)(c1ccccc1)C1CCCC1)C(C)C (configuration not stated),0,1,0,1,i,1,i,-7,8,-1.4
COC(=O)CSc1nc(NC#N)nc(NC(C)C)n1,-1,0,7,-6,i,-4,i,-1,-1,-0.8
CCNc1nc2[nH]c(=O)c3c(c2s1)OC(N)=C(C#N)C3c1ccc(C)cc1 (configuration not stated),4,-15,-11,-2,i,31,i,11,-5,1.2
COc1cccc(NC(=O)c2cc(=O)c3ccccc3o2)c1,7,0,-9,-1,i,-21,i,-3,-3,-0.4
c1ccc2c(c1)ncn2CCn1cnc2ccccc21,2,0,-3,-2,i,5,i,8,-4,-0.5
C/C(=N/NC(=O)c1nnn(-c2nonc2N)c1-c1ccccc1)c1ccc2c(c1)OCO2,6,0,-8,4,nt,-3,i,1,0,0.3
O=c1n(-c2ccccc2)c(=O)n(Cc2ccccn2)n1Cc1ccccn1,5,1,-5,-1,i,-1,i,-4,0,-1.5
O=S(=O)([O-])C(c1ccccc1)[n+]1ccccc1 (configuration not stated),4,2,0,3,i,-2,i,3,-2,0.2
Cc1ccc(C)c(OCCNc2ncccc2[N+](=O)[O-])c1,0,2,2,0,i,-24,i,0,-4,0.7
O=C(CC12CC3CC(CC(C3)C1)C2)Nc1ccc(C(=O)O)cc1,-1,2,-6,-1,i,-6,i,0,-1,0.9
COc1ccc(CCN(C)C(=O)c2cc(-c3ccccc3)nc3ccccc23)cc1OC,4,2,-13,5,i,-1,i,0,0,0.6
COCCN(C(=O)CSc1nnc(-c2cccc(Cl)c2)n1N)c1c(N)n(CC(C)C)c(=O)[nH]c1=O,-2,3,nt,0,i,-2,i,-5,0,0.6
CC(C)OC(=O)c1nnc(Cc2ccc(F)cc2)o1,-4,-1,-4,0,i,1,i,2,-1,-0.8
N#CC1=C(N)Oc2cc(N)ccc2C1c1ccsc1 (configuration not stated),-3,-10,-3,0,i,-2,i,4,-3,-2.6
O=C(COC(=O)C12CC3CC(CC(O)(C3)C1)C2)Nc1cccc(Br)c1,1,-5,-5,0,i,3,i,-4,2,-0.2
O=[N+]([O-])c1cc2c(c(CSc3ncccn3)c1)OCOC2,-5,0,-9,3,i,-15,i,-8,3,-0.5
c1ccc(-c2cn(-c3ccccc3)c3ncnc(NCCCN4CCOCC4)c23)cc1,1,-2,-5,6,i,-1,i,-11,0,0.5
N#Cc1nc(COc2ccccc2)oc1N1CCOCC1,5,-1,-5,-1,i,2,i,-1,0,-2.0
OC[C@@H]1CN(Cc2ccc(F)cc2)C[C@H](n2cnc3c(N4CCOCC4)ncnc32)O1,-4,5,nt,-1,i,-2,i,0,-2,-1.1
Cc1cccc(OCC(=O)Nc2c3c(nn2C(C)(C)C)CS(=O)(=O)C3)c1,-2,1,24,0,i,1,i,2,0,-1.7
COc1ccc(S(=O)(=O)NNC(=O)c2cc3cc4ccccc4nc3s2)cc1,-2,2,-6,0,i,-8,i,5,-2,2.8
# Next records:
SMILES,CSN inh,DNMT1 inh,Scp-1 inhibitor,Rin1 Abl inh,Neddyl block,SUMO1 PPI mod,Rpn11 inh,NadD inh,STEP inh,LMPTP inh
COc1ccccc1N1CCN(C2CCN(C(=O)c3cc(OC)c(OC)c(OC)c3)CC2)CC1,1,1,-7,0,i,0,i,2,7,-0.3
CCC(=O)N1CCc2cc(S(=O)(=O)NC(C(=O)NCc3ccc(F)cc3)C(C)C)ccc21 (configuration not stated),-4,2,-1,-1,i,0,i,1,-3,-0.8
O=C(C[n+]1ccc(Cc2ccccc2)cc1)Nc1ccc([N+](=O)[O-])cc1Cl,2,-4,4,0,i,-24,i,-6,0,0.5
Nc1ccc(NC(=O)NC2CCCCC2)cc1,14,3,1,2,i,2,i,-2,0,-1.0
O=C(NCCc1ccccc1)C1CCN(C2CCN(Cc3ccc(CO)o3)CC2)CC1,-3,-3,-1,2,i,1,i,-2,-5,0.7
CC(OC(=O)c1ccc(Cl)c(S(N)(=O)=O)c1)C(=O)NCC1CCCCC1 (configuration not stated),-3,2,-10,1,i,6,i,0,2,-0.5
Cc1cc(=O)[nH]c(SCc2nc3ccccc3s2)n1,4,-1,-9,0,i,3,i,0,-2,-0.5
COCCCn1c(=O)c2sccc2n2c(CCCC(=O)NCc3cccc(OC)c3)nnc12,4,1,-5,2,i,-3,i,-4,-3,-1.3
O=C(Nc1cccc(Cl)c1)C1=Cc2cc(Cl)ccc2OC1,-5,-4,-7,1,i,-4,i,-8,5,5.0
COc1ccc(/C=C/C(=O)NCCNC(=O)c2ccccc2)cc1OC,4,-1,-3,-1,i,-4,i,-10,4,-1.3
CCOc1cc(C2C3=C(CCCC3=O)NC3=C2C(=O)CCC3)ccc1OCCO,-11,1,2,-1,i,-5,i,-2,6,1.1
CC(C)C[C@@H](CO)NS(=O)(=O)c1c(F)cccc1F,-4,-2,4,-3,i,3,i,-5,-4,-1.9
CSc1ccc(CN(C)C(=O)C2CCN(C(=O)Nc3ccccc3)CC2)cc1,2,4,10,0,i,-1,i,5,-3,0.8
O=c1ccc2[n+]([O-])c3ccc(O)cc3oc-2c1,10,58*,31,2,i,2,i,-2,11,2.8
CC1(C)CCC[C@]2(C)[C@H]3CC(=O)O[C@]3(C)CC[C@@H]12,0,1,-12,-1,i,3,i,-2,1,0.1
O=C(c1ccncc1)c1ccc(NS(=O)(=O)c2ccc(Br)s2)cc1,-1,-3,-1,0,i,-4,i,3,3,-0.4

# Given with two lines to a compound: entries from further up
# Every second line gives: CSN inh	DNMT1 inh	Scp-1 inhibitor	Rin1 Abl inh	Neddyl block	SUMO1 PPI mod	Rpn11 inh	NadD inh	STEP inh	LMPTP inh
CSc1ccc(CN(C)C(=O)C2CCN(C(=O)Nc3ccccc3)CC2)cc1
  2	4	10	0	i	-1	i	5	-3	0.8
O=c1ccc2[n+]([O-])c3ccc(O)cc3oc-2c1
  10	58*	31	2	i	2	i	-2	11	2.8
CC1(C)CCC[C@]2(C)[C@H]3CC(=O)O[C@]3(C)CC[C@@H]12
  0	1	-12	-1	i	3	i	-2	1	0.1
O=C(c1ccncc1)c1ccc(NS(=O)(=O)c2ccc(Br)s2)cc1
  -1	-3	-1	0	i	-4	i	3	3	-0.4

# High-throughput results from PubChem BioAssay.
